ARFGAP1 inh: inhibits rat ARF GTPase activating protein 1. Q62848. Arfgap1-stimulated ARF1 GTP hydrolysis, GDP FP detection. inhibition, % at 16.5 µM. 360,000 compounds, 0.26% hits;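 active = inhibition above a per-plate limit, mean inhibition of low control wells plus 3 SD, cut at about 25% in these data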;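 also: 0% = DMSO wells with enzyme and 100% = wells lacking Arfgap1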
Target sequence (Q62848 1-136 limits assumed): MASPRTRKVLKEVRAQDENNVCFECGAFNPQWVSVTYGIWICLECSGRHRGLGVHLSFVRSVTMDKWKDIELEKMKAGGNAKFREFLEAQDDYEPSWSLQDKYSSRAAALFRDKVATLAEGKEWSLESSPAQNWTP
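Material: truncated rat Arfgap1 GAP domain; Incubation: compound-enzyme preincubation 20 min, reaction 120 min, detection 60 min, 25 °C; Read-out: percent inhibition of Arfgap1-stimulated GTP hydrolysis; Technique: FP, GDP Alexa 633 tracer displaced from anti-GDP antibody, 620/688 nm; Controls: No-Arfgap1 wells (100%) versus DMSO full-reaction wells (0%); Replication: single well per compound.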
PLC-gamma1 inh: blocks human PLC-gamma1 enzyme activity. purified PLC-gamma1, fluorogenic substrate, fluorescence. inhibition, % at 12.2 µM. P19174. 370,000 compounds, 0.84% hits. AID 720700; in the data active = inhibition above about 9.5%
ADAM17 inh: inhibits human ADAM17; P78536; recombinant ADAM17, EDANS/DABCYL FRET peptide cleavage; inhibition, % at 6.95 µM; 370,000 compounds, 0.83% hits; AID 720648;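 active = inhibition above the mean of compounds lying between control limits plus 3 SD, set per campaign, cut at about 8.5% in these data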;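 also: 0% = DMSO-only wells as the low control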
DDE Tn6 FP inh: inhibitors of Tn6 peptide binding to human fibrin DD(E). P02675. Fibrin DD(E) TRITC-Tn6 fluorescence polarization displacement. inhibition, % at 8.3 µM. 370,000 compounds, 0.21% hits. AID 720509;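 active = inhibition above a per-campaign cutoff: mean of compounds within control limits plus 3 SD, cut at about 15% in these data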;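 also: 0% = median of all compound wells on the plate and 100% = blocking peptide control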
MBD2 DNA inh: blocks human MBD2 binding to methylated DNA; Q9UBB5; TR-FRET, MBD2 binding to methylated oligonucleotide; inhibition, % at 4.4 µM; 370,000 compounds, 0.31% hits; in the data active = inhibition above about 13%
PLC-beta3 inh: PLC-beta3 (human) inhibition, primary screen | Q01970 | Purified PLC-beta3, fluorogenic substrate, fluorescence | inhibition, % at 12.2 µM | 370,000 compounds, 0.18% hits | AID 720704; in the data active = inhibition above about 11%;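 also: 0% = median of compound wells on plate and 100% = full blocker control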
UHRF1 MBD2 ctr: human UHRF1 methylated DNA binding inhibitors; Q96T88; UHRF1 binding to methylated oligo, TR-FRET; inhibition, % at 4.4 µM; 370,000 compounds, 0.75% hits; in the data active = inhibition above about 21%;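 also: UHRF1 SRA domain binding a hemimethylated CpG hairpin DNA probe; 0% = median of test compound wells and 100% = reference inhibitor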
Target sequence (Q96T88 whole entry, looked up, the tested form may be a part): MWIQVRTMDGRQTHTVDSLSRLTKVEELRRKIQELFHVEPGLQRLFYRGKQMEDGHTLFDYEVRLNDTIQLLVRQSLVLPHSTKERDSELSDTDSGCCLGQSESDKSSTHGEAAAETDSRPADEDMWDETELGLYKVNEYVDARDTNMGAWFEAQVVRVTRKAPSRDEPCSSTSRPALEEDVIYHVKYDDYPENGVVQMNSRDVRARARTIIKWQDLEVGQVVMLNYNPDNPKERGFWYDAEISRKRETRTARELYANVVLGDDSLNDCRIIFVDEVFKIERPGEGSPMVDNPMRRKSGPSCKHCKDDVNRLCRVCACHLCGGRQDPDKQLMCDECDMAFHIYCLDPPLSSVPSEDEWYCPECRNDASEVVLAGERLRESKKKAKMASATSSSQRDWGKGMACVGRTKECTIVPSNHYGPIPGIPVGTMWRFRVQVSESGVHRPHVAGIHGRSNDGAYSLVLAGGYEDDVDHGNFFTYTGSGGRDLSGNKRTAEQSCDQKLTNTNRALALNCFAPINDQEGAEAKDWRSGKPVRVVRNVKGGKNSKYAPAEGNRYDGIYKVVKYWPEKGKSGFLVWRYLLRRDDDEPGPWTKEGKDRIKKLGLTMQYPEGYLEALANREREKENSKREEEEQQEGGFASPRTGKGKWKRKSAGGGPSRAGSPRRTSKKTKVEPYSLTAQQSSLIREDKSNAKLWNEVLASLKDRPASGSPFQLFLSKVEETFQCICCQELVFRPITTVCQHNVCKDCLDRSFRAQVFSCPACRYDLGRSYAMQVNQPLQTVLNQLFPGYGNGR
KLK7 zymogen act: activates the human kallikrein-7 zymogen. P49862. purified proKLK7, EDANS-DABCYL substrate fluorescence; 100% is mature enzyme control, 0% vehicle. activation, % at 7 µM. 370,000 compounds, 0.9% hits. AID 652039;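 active = activation above the mean of all tested compounds plus 3 SD, computed per campaign excluding outliers beyond control limits, cut at about 13% in these data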
DDE Tn7 FP inh: disrupts Tn7 cyclic peptide binding to fibrin D-Dimer-E complex | FP displacement of FITC-Tn7 peptide from fibrin DD(E); 0% = median of compound wells per plate | 370,000 compounds, 0.13% hits | P02675 | inhibition, % at 8.3 µM;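 active = inhibition above the mean of compounds falling within the control limits plus 3 SD of them, cut at about 14% in these data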;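 also: 0% = plate median of compound wells and 100% = 10 µM Aha-Tn7 peptide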
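Also added: labelled Tn7 tracer, 0.1 µM; Assay system: human fibrin DD(E) protein; Amount: 2 µM fibrin DD(E); Schedule: 10 min compound pre-incubation, 3 h probe incubation at room temperature; Repeats: one replicate per compound; Read-out basis: percent inhibition; Measured by: fluorescence polarization of the labelled Tn7 tracer.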
ASAP1 inh: ASAP1 ArfGAP inhibition | ASAP1-stimulated ARF1 GTP hydrolysis, GDP FP detection | inhibition, % at 16.5 µM | 360,000 compounds, 0.19% hits | AID 624377; in the data active = inhibition above about 25%;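 also: 0% = vehicle with enzyme and substrate and 100% = no enzyme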
An asterisk follows results filed as active; & = joins results of further samples.

SMILES | ARFGAP1 inh | PLC-gamma1 inh | ADAM17 inh | DDE Tn6 FP inh | MBD2 DNA inh | PLC-beta3 inh | UHRF1 MBD2 ctr | KLK7 zymogen act | DDE Tn7 FP inh | ASAP1 inh
O=S(=O)(c1ccc(NC(=S)NN=C(C2CC2)C2CC2)cc1)N1CCOCC1 | 15.8 | -12.2 | -5.3 | -5.8 | 0.0 | -24.1 | -2.1 | 0.2 | 6.3 | 1.5
Cn1c(=O)c2c(nc(SCC(=O)c3ccc(F)cc3)n2C)n(C)c1=O | 14.0 | 1.4 | -1.1 | 4.5 | -3.0 | -2.6 | -1.1 | 0.8 | 8.8 | -3.4
Cc1ccc2c(c1)nnn2C1CCN(C(=O)c2cccs2)CC1 | 0.8 | 5.5 | -1.2 | -4.5 | 1.7 | -0.2 | 1.2 | 0.1 | -0.3 | -1.8
Cc1ccc(CNC(=O)c2cccc3c2C(=O)c2ccc(N4CCCCC4)cc2S3(=O)=O)cc1 | -5.9 | -102.4 | 4.5 | 2.8 | -6.5 | -160.9 | -6.6 | -4.3 | 10.4 | 4.5
O=C(NCc1ccccc1)C1CCCN(C(=O)c2ccc(F)cc2)C1 (stereo unspecified) | 4.8 | 3.3 | 2.5 | -6.8 | 0.8 | 1.6 | 1.1 | 0.1 | 0.0 | -11.6
Cc1cc2nc(-c3ccco3)c(Cc3ccccc3C(F)(F)F)n2c(C)c1Br | 6.8 | -4.1 | -3.1 | -0.1 | 0.6 | -17.8 | -1.6 | 0.6 | 1.1 | 0.9
COC(=O)C1=C(C)N(Cc2cccc(C(F)(F)F)c2)C(=NCc2ccccc2C(F)(F)F)NC1c1ccc(Cl)cc1 (stereo unspecified) | 4.2 | 1.3 | 7.5 | 0.3 | -3.7 | 13.7* | 8.9 | 0.2 | -3.5 | -2.5
Cn1nc(C(C)(C)C)c([N+](=O)[O-])c1C(=O)N1CCOCC1 | -6.0 | 0.4 | -3.1 | 3.1 | -3.3 | 1.7 | 1.2 | -0.2 | -5.1 | 0.9
CCOC(=O)C1(Cc2cccc(OC)c2)CCN(CCO)CC1 | -4.7 | 1.0 | 3.2 | -5.3 | 0.9 | -1.8 | -3.2 | 0.9 | -11.2 | -6.4
COc1ccc(CCNC(=O)CN2CCC(C(N)=O)CC2)cc1 | -6.9 | -0.4 | -0.3 | -0.4 | 3.4 | 1.6 | -0.7 | 0.1 | 1.6 | -1.1
Cc1nc(Nc2ccc(C(=O)O)cc2)nc(Nc2ccc(C(=O)O)cc2)c1[N+](=O)[O-] | 7.4 | 4.0 | 0.1 | -0.2 | 1.9 | 2.4 | 0.1 | 0.0 | -2.4 | -4.9
O=C(O)c1cccnc1Oc1ccccc1 | 5.2 | 4.4 | -3.8 | 6.8 | 0.8 | 4.2 | 1.6 | 0.5 | 1.0 | 2.4
C=CCNC(=O)c1c(Cl)cnn1-c1ccc(C)cc1 | -4.6 | 3.7 | -0.3 | -2.5 | -5.8 | 3.0 | 0.2 | -0.5 | 1.6 | 5.7
O=C(CCCCCn1nnc2ccccc2c1=O)N[C@H](C(=O)O)c1ccccc1 | 7.6 | 1.8 | -12.0 | -3.1 | 1.2 | -7.2 | -1.5 | 0.0 | 2.4 | -3.5
Cc1ccc(C(=O)Nc2ccc(C(=O)N3CCCCC3C)cc2)cc1 (stereo unspecified) | 17.4 | -0.7 | -0.4 | 4.7 | 12.4 | -5.4 | -1.1 | 0.2 | 0.5 | -14.6
COc1ccccc1CN1CCNC(=O)C1CC(=O)N(C)C1CCOCC1 (stereo unspecified) | 3.8 | -9.1 | -2.7 | 9.1 | -8.2 | -4.1 | -8.1 | 0.4 | 0.5 | 2.2
COc1ccc(-c2nnc(Nc3ccc(OC)c(C(=O)N4CCCCC4)c3)c3ccccc23)cc1 | -12.3 | -77.5 | 3.5 | -4.9 | 2.8 | -86.0 | -1.7 | 0.5 | 2.9 | 2.0
CC(=O)Cc1nsc(NC(=O)c2ccccc2)n1 | 3.3 | 1.9 | 2.8 | -3.3 | 2.0 | -3.1 | 1.0 | -0.8 | 0.6 | -7.3
Cc1sc2ncn(CC(=O)Nc3ccccc3F)c(=O)c2c1-c1ccccc1 | 12.9 | 0.2 | -3.7 | 3.5 | 3.3 | -5.7 | -0.8 | -0.4 | -0.3 | 0.0
CCOc1ccc(-c2nc(C#N)c(N3CCOCC3)o2)cc1 | 7.7 | -31.5 | -184.3 | 2.3 | -4.6 | -40.0 | -1.0 | 2.6 | -0.5 | 4.1
O=C(Nc1cccnc1)C(Cc1ccccc1)n1cccc1 (stereo unspecified) | -7.1 | -4.5 | -5.1 | 0.3 | -1.8 | -2.0 | -0.5 | -0.7 | 0.0 | 13.3
COc1ccc(NC(=S)NCCCCCC(=O)C[N+](=O)[O-])cc1 | 9.4 | -0.2 | -2.5 | 5.5 | -1.7 | -2.6 | 1.6 | 0.9 | -0.5 | -9.5
COc1ccc(CNC(=O)CNC(=O)[C@@H]2Cc3ccccc3CN2)cc1 | 0.5 | 2.6 | 3.2 | 6.6 | -6.6 | -2.3 | -1.5 | -0.6 | -0.6 | 1.9
Cc1ccc(-c2csc(Nc3ccccc3)[n+]2CCc2ccccc2)cc1 | 0.4 | 1.8&3.1 | -5.8&7.5 | 6.1&-7.5 | 0.4&2.0 | -9.8&2.5 | -0.4&1.7 | -0.5&-0.1 | -6.2&3.2 | 5.9
O=C(NCC(=O)N(Cc1ccco1)C(C(=O)NC1CCCCC1)c1cccnc1)c1ccco1 (stereo unspecified) | 6.9 | 0.5 | -4.3 | -1.3 | -0.7 | 1.4 | 0.4 | 0.1 | 1.2 | 3.7
CCOC(=O)C1(Cc2ccccc2)CCN(CC2CC=CCC2)CC1 (stereo unspecified) | 0.7 | -1.2 | -1.0 | -0.5 | -3.3 | -1.6 | -0.1 | 0.1 | 6.8 | -5.2
NC(=O)[C@@H]1CCCN1Cc1nc(Cc2ccccc2F)no1 | -8.6 | 3.1 | -3.2 | -3.0 | -4.8 | 3.0 | -0.6 | -0.4 | -5.1 | 4.3
Cn1nccc1C(=O)N1CCN(C23CC4CC(CC(C4)C2)C3)CC1 | 14.1 | -0.7 | -0.8 | -13.0 | 0.2 | -3.6 | -0.7 | 0.7 | -3.5 | 0.6
CC(=O)[C@@H]1[C@@H]2C(=O)N(c3ccc(F)c(Cl)c3)C(=O)[C@@H]2C2c3ccccc3C=CN21 (stereo partly specified) | -2.2 | -34.8 | -2.9 | 0.7 | 1.3 | -47.3 | -5.5 | -2.7 | 1.9 | 9.8
CCc1cc2cc(C(=O)Nc3ccccc3F)sc2s1 | 5.6 | 1.5 | -3.4 | 2.7 | 1.9 | -1.9 | 15.1 | -1.1 | -1.3 | 8.2
Cn1c2c(c(=O)n(C)c1=O)[C@@H]1c3c(ccc4ccccc34)OC[C@@H]1CO2 | -5.7 | 7.5 | 4.8 | 3.4 | -2.1 | 5.1 | 0.3 | 0.2 | 0.0 | -22.1
NC(=O)c1ccc(NC(=O)COc2cccc3c2CCNC3=O)cc1 | -7.6 | 0.0 | 1.0 | -0.1 | -5.2 | -3.4 | -3.9 | -0.2 | -0.9 | -8.0
O=C(O)c1ccc(N/N=C/c2ccc3c(c2)OCO3)cc1 | -6.8 | -5.8 | -1.2 | -3.5 | -5.1 | -6.7 | 0.4 | -0.7 | 2.5 | -7.8
CCOc1ccc(NC(=O)CN(C)C(=O)c2cccc(S(=O)(=O)N3CCCC3)c2)cc1OCC | -12.3 | 0.9 | -1.4 | -8.0 | -0.2 | -11.3 | 2.6 | -0.1 | 4.6 | 9.0
CC(C(=O)Nc1ccc2c(c1)OCCO2)N1CCN(C(=O)c2ccco2)CC1 (stereo unspecified) | 6.2 | 0.7 | -2.1 | 13.6 | -0.3 | -0.1 | 4.0 | 0.5 | 7.9 | -7.6
O=C(NC1CSCC1OC(=O)c1ccccc1)c1ccccc1 (stereo unspecified) | -6.5 | -0.1 | -0.7 | 1.3 | 0.1 | 1.4 | 0.8 | -0.3 | 6.7 | -5.4
Cc1ccc(CNC(=O)c2cn(C)c(=O)c3c2c2ccccc2n3C)o1 | 5.8 | -29.7 | -40.2 | 6.5 | 1.0 | -37.4 | -3.4 | -1.6 | -2.8 | -5.9
O=C(O)CNC(=O)C1(NC(=O)OCc2ccccc2)CCCC1 | -6.8 | 8.4 | 8.7* | 1.9 | -3.7 | 17.4* | 0.2 | -0.1 | -1.3 | 2.7
Cc1cccc(C2N(c3nccs3)C(=O)C3CCCN32)c1 (stereo unspecified) | 1.8 | -2.0 | -1.5 | -4.8 | -1.6 | -2.4 | -0.3 | -0.4 | -1.0 | 5.1
C[N+]12CCCCC1[C@@H](CO)CCC2 (stereo partly specified) | -4.1 | 0.6 | -2.5 | 10.5 | -2.6 | 2.4 | -2.0 | 0.3 | -0.9 | 7.5
Cc1cccc(C(=O)N(NC(=O)Oc2ccccc2)C(C)(C)C)c1 | 4.9 | -0.2 | -5.0 | 3.2 | -5.0 | 1.2 | 2.4 | -0.1 | 2.4 | -9.9
COc1ccc(OC)c(CCNC(=O)CN2C(=O)CCSc3ccccc32)c1 | -8.0 | -0.6 | -4.1 | -5.2 | 4.2 | -4.9 | 1.8 | -0.1 | -5.1 | 6.6
COc1ccc(-n2cccc2/C=C/[N+](=O)[O-])cc1 | -0.7 | -75.4 | -74.2 | 9.8 | -5.2 | -80.8 | -1.5 | -3.3 | 1.6 | 0.1
COc1ccc(CN(CCCN2CCOCC2)C(=O)Nc2ccccc2)cc1OC | 1.1 | 2.6 | -1.5 | -1.1 | 0.3 | 0.5 | -2.2 | 0.9 | 0.1 | 0.2
COC(=O)c1cccc(C(=O)Oc2cccc(Br)c2)n1 | -2.6 | -0.6 | -2.4 | 7.9 | 1.1 | 2.2 | 2.2 | -0.1 | 3.0 | -15.8
CCN(CC(=O)Nc1cc(Cl)ccc1C)C(=O)C1CCN(c2ncnc3sc(C)c(C)c23)CC1 | 2.0 | 2.5 | 5.0 | -10.7 | 2.0 | 3.0 | -1.1 | 0.4 | 1.2 | 4.2
O=C(CCN1C(=O)/C(=C/c2ccccc2)SC1=S)Nc1cccnc1 | -7.5 | -0.3 | -2.1 | 1.2 | 2.4 | -2.1 | 1.1 | -0.1 | -1.2 | -13.5

Among those listed so far, these have a tert-butyl group.
SMILES | ARFGAP1 inh | PLC-gamma1 inh | ADAM17 inh | DDE Tn6 FP inh | MBD2 DNA inh | PLC-beta3 inh | UHRF1 MBD2 ctr | KLK7 zymogen act | DDE Tn7 FP inh | ASAP1 inh
Cn1nc(C(C)(C)C)c([N+](=O)[O-])c1C(=O)N1CCOCC1 | -6.0 | 0.4 | -3.1 | 3.1 | -3.3 | 1.7 | 1.2 | -0.2 | -5.1 | 0.9
Cc1cccc(C(=O)N(NC(=O)Oc2ccccc2)C(C)(C)C)c1 | 4.9 | -0.2 | -5.0 | 3.2 | -5.0 | 1.2 | 2.4 | -0.1 | 2.4 | -9.9

Source: PubChem (The Scripps Research Institute Molecular Screening Center)
